Screening data: PubChem, National Center for Advancing Translational Sciences (NCATS)
L3MBTL1 block = qHTS Assay for the Inhibitors of L3MBTL1 | Lethal(3)malignant brain tumor-like protein 1 (Homo sapiens), Q9Y468 | AlphaScreen L3MBTL1–H3K9me1 peptide binding | Potency, µM (highest dose often 57.1 µM), for the others: top-dose activity, negative = inhibition, hits mostly inhibitors | 230,000 compounds, 0.66% hits | AID 485360, 2010; active = well fitted inhibition curve with a large enough effect; inconclusive = small, poorly fitted or top-dose-only effect; inactive = no such curve, though single readings can be large or run the other way; also: nearly all actives have a fitted effect of over 60% in size
Target sequence (Q9Y468 whole entry, looked up): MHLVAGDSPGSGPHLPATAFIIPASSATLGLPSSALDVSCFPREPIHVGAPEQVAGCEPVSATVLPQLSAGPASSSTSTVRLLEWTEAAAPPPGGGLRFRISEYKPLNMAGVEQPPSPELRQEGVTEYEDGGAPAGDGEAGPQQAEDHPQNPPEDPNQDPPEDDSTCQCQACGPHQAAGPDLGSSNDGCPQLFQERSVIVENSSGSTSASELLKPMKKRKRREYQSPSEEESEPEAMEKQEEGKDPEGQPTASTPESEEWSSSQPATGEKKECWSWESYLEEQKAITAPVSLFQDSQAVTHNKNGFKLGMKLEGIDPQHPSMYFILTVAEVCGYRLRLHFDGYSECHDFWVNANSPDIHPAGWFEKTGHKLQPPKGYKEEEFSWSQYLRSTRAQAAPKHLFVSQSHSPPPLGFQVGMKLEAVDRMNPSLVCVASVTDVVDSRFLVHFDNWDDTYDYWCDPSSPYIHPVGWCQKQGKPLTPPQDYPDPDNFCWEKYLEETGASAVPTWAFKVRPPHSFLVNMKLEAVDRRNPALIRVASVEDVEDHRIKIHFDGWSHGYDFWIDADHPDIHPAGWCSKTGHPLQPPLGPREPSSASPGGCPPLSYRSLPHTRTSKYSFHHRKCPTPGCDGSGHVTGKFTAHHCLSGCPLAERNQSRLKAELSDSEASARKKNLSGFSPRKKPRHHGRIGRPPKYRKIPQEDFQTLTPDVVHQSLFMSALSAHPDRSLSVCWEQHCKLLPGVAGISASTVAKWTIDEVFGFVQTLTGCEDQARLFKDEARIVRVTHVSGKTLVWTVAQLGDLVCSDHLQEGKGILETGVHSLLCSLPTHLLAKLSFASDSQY
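Displacement of a biotinylated histone H3(1-15) peptide monomethylated at Lys9 (75 nM) from L3MBTL1 (50 nM) was measured by AlphaScreen after a 30 min room-temperature compound incubation; cefsulodin titration served as intraplate control.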
Active calls of the source: *; ? = inconclusive; [ ] = dose if it differs, or a comment. % is scaled to controls: 0 for no effect and ±100 for the full control effect; potency is read from the fitted curve at half-maximal effect.

| Compound | L3MBTL1 block |
| --- | --- |
| CCN1C(=O)[C@H]2[C@@H](c3ccc(C)cc3)N3C(=O)N(c4cccc(Br)c4)C(=O)[C@@]3(CC(C)C)[C@H]2C1=O | 3% |
| Cc1cccc(N2CCN(C(=O)c3ccccc3SCC(=O)N3CCCC3)CC2)c1C | -5% |
| CN(CC(=O)Nc1ccccc1C(=O)NC1CC1)Cc1ccc(Cl)s1 | 1% |
| COc1ccc(C(=O)N2CCN(Cc3cc(OC)ccc3OC)CC2)cc1 | 1% |
| Cc1ccc(C(=O)Nc2ccc(C(=O)NCC3CCCO3)cc2)cc1 (centres undefined) | 2% |
| COc1cc(CN2CCN(C(=O)c3cccc4ccccc34)CC2)cc(OC)c1O | 1% |
| Cc1noc(C)c1NC(=O)N(C)C[C@H]1Oc2ccc(NC(=O)NC(C)C)cc2C(=O)N([C@H](C)CO)C[C@H]1C | 4% |
| O=C(OCC(=O)c1ccccc1)C1=NN(c2ccccc2)C(=O)CC1 | 5% |
| CCOc1ccc(OCCC(=O)OCC(=O)NC(C)c2ccccc2)cc1 (centres undefined) | -1% |
| CCCn1c(=O)c(C(=O)NCc2ccccc2)c(O)c2ccccc21 | 5% |
| N#C[C@@H]1N(Cc2ccccc2)C(=O)[C@H]2CC3C=CC21O3 (some centres undefined) | 2% |
| O=C(Nc1cccc(S(=O)(=O)N2CCOCC2)c1)c1cccc(S(=O)(=O)N2CCCC2)c1 | -8% |
| Cc1ccc(C)c(OCCC(=O)OCC(=O)NNC(=O)c2ccccc2)c1 | 8% |
| CCN(CC)c1nc2c(c(=O)[nH]c(=O)n2C)n1Cc1ccccc1Cl | 0% |
| COc1ccc(NC(=S)NC(=O)c2ccc3c(c2)OCCO3)cc1 | 3% |
| O=C(CSc1cc(Cl)ccc1Cl)NCCN1C(=O)CSC1=O | 1% |
| COc1cc(SC)ccc1C(=O)N1CCCc2ccccc21 | -5% |
| CC(C)(C)OC(=O)NOCC(=O)N(CC(=O)c1ccccc1)Cc1ccccc1 | 0% |
| O=C(Nc1cccc(S(=O)(=O)N2CCCCCC2)c1)c1cncc(Br)c1 | -4% |
| O=C(CS(=O)(=O)c1ccccc1)Nc1nnc(-c2cccs2)o1 | -13% |
| Cc1ccc(-c2csc(NC(=O)C3=COCCO3)n2)cc1C | -7% |
| COc1ccc(NC(=O)NCCN2CCN(c3ccc(C)cc3)CC2)c(Cl)c1 | 1% |
| O=C(CCN1CCN(c2ccccc2F)CC1)Nc1ccc(F)cc1 | 2%[2.29 µM] |
| CCOC(=O)C1=C(CC)Nc2ccccc2N=C1NC(=O)c1ccc(C)c(S(=O)(=O)N2CCOCC2)c1 | 0% |
| CCCn1c(=O)c(C(=O)NCCc2ccc(OC)cc2)c(O)c2ccccc21 | 17% |

| Compound | L3MBTL1 block |
| --- | --- |
| COc1ccc(C(=O)OC(C)C(=O)NC2CCCCC2C)cc1S(=O)(=O)N1CCOCC1 (centres undefined) | 31%[activator] |
| CC1CCCC(C)N1C(=O)COC(=O)c1cccc(S(=O)(=O)N(C)c2ccccc2)c1 (centres undefined) | 4% |
| CC1CCC(NC(=O)c2cc3c(s2)CCCC3)CC1 (centres undefined) | 1% |
| COc1cc(OC)cc(C(=O)NC2CC3CCC(C2)N3C)c1 (centres undefined) | 0% |
| CCC(Oc1ccccc1)C(=O)Nc1cc(Cl)ccc1-n1cncn1 (centres undefined) | -19% |
| COc1ccccc1C(=O)COC(=O)c1nc(Cl)ccc1Cl | 7% |
| c1ccc2cc(CCO[C@H]3CCCCO3)ncc2c1 | -1% |
| COc1ccc(CN2C(=O)c3ccccc3C2=O)cc1C(=O)N(C)CC(=O)Nc1c(C)cccc1C | -2% |
| COc1c(Cl)cc(C(=O)NCc2ccco2)cc1Cl | -1% |
| CC[C@]12c3[nH]c4cc(CCC(=O)N(C)C)ccc4c3CCN1C(=O)[C@@H](CC(=O)NCCC1=CCCCC1)C[C@@H]2C(=O)N1CCN(C(=O)c2ccco2)CC1 | 9% |
| COc1c(C)cc(C(=O)C2CCCN(S(=O)(=O)N(C)C)C2)cc1C (centres undefined) | 2%[2.29 µM] |
| NC(=O)C1CCN(C(=O)c2ccc(Cl)c(S(=O)(=O)NCc3ccco3)c2)CC1 | 1% |
| COCCNC(=O)c1cccc(OC2CCN(Cc3ccc(F)cc3OC)CC2)c1 | -3% |
| C[C@@H]1CN([C@@H](C)CO)C(=O)c2cc(NC(=O)CCC(F)(F)F)ccc2O[C@H]1CN(C)S(=O)(=O)c1ccc(Cl)cc1 | 0% |
| CCN(CC)S(=O)(=O)c1ccc(C)c(NC(=O)CNc2cccc(S(=O)(=O)N3CCOCC3)c2)c1 | -2% |
| COc1ccc(OC)c(S(=O)(=O)N2CCC3(CC2)OCCN3S(=O)(=O)c2ccccc2)c1 | -4% |
| Cc1ccc(S(=O)(=O)N2CCC(C(=O)OCC(=O)N(C)Cc3ccccc3)CC2)cc1C | -3% |
| O=C(Nc1ccc(C(=O)c2ccc(C(=O)O)c(C(=O)O)c2)cc1)c1ccccc1 | 23% |
| O=[N+]([O-])c1ccc(CP(=O)(c2ccccc2)c2ccccc2)cc1 | 0% |
| CCOC(=O)[C@H]1[C@H]2COc3ccc(C)cc3[C@@H]2N2C(=O)c3ccccc3NC(=O)[C@@]12C | -4% |
| COc1ccc(NS(=O)(=O)c2cc([N+](=O)[O-])ccc2NN=Cc2ccccc2OCC(=O)O)cc1 | -4% |
| O=S1(=O)CCOC[C@H](CC2CCCCC2)N1Cc1cccc(Cl)c1 | 8% |
| Cc1ccc(CCC(=O)Nc2cc(Cl)ccc2Cl)o1 | -3% |
| Cc1nc(Cl)sc1C(=O)Nc1ccc(C(C)(C)C)cc1 | 7% |
| CCCNC(=O)COc1coc(CN2CCN(C(=O)c3ccco3)CC2)cc1=O | -5% |

6 compounds already listed, sorted by molar mass, descending:
| Compound | L3MBTL1 block |
| --- | --- |
| C[C@@H]1CN([C@@H](C)CO)C(=O)c2cc(NC(=O)CCC(F)(F)F)ccc2O[C@H]1CN(C)S(=O)(=O)c1ccc(Cl)cc1 | 0% |
| NC(=O)C1CCN(C(=O)c2ccc(Cl)c(S(=O)(=O)NCc3ccco3)c2)CC1 | 1% |
| CCOC(=O)[C@H]1[C@H]2COc3ccc(C)cc3[C@@H]2N2C(=O)c3ccccc3NC(=O)[C@@]12C | -4% |
| COc1ccccc1C(=O)COC(=O)c1nc(Cl)ccc1Cl | 7% |
| Cc1nc(Cl)sc1C(=O)Nc1ccc(C(C)(C)C)cc1 | 7% |
| COc1c(Cl)cc(C(=O)NCc2ccco2)cc1Cl | -1% |

The results go on.
| Compound | L3MBTL1 block |
| --- | --- |
| NC(=O)C1CCN(C(=O)c2ccc(F)c(S(=O)(=O)N3CCOCC3)c2)CC1 | 0% |
| CC(C)C[C@@H](CO)N1CCN(Cc2cccnc2)CCC1=O | -2% |
| CCCCCC(=O)Nc1ccc(S(=O)(=O)NC2=NCCCCC2)cc1 | -4% |
| COc1ccc(N2CC(NC(=O)N3CCN(C(=O)c4ccco4)CC3)CC2=O)cc1OC (centres undefined) | 5% |
| CC1CCCN(C(=O)c2nn(C)c3c2CSc2ccccc2-3)C1 (centres undefined) | 11% |
| COCCN(C(=O)C1CC(=O)N(Cc2ccccc2)C1)c1nc(-c2ccc([N+](=O)[O-])cc2)cs1 (centres undefined) | -13% |
| COc1ccc(-c2cc(C(=O)OCC(=O)N3CCCCC3)c3ccccc3n2)cc1OC | 28% |
| O=S(=O)(c1ccc(Cl)cc1)N1CCN(c2ccccn2)CC1 | 1% |
| NC(=O)NCCc1ccccc1 | -6% |
| COc1ccc(CNC(=O)CCC(=O)Nc2cccnc2)cc1 | 11% |
| Cn1c(N2CCN(C(c3ccccc3)c3ccccc3)CC2)nc2ccccc21 | -12% |
| O=C(N=C1SC2CS(=O)(=O)CC2N1c1ccccc1)c1ccccc1 (centres undefined) | 9% |
| O=C(CNc1ccccc1)Nc1cccc2ccccc12 | 5% |
| Cc1ccc(CCC(=O)NCc2ccccc2)o1 | -15% |
| CC(C)Oc1ccc(S(=O)(=O)N2CCCCC2)cc1NC(=O)CN1CCCC1c1cccs1 (centres undefined) | -4% |
| CC1CN(c2nc3ccccc3nc2SCC(=O)Nc2ccc(F)cc2)CC(C)O1 (centres undefined) | 15% |
| CCOc1ccc(Oc2ccccc2NC(=O)CSCC(=O)Nc2cc(C)on2)cc1 | -3% |
| CCOc1cc(C=NNC(=O)c2cccc(S(=O)(=O)N3CCCC3)c2)ccc1O | 4% |
| O=C(CSc1nc2ccccc2c(=O)n1CCCO)Nc1ccc2c(c1)OCCO2 | 3% |
| COC(=O)c1ccc(CNC(=O)c2ccc(NS(=O)(=O)c3ccc4[nH]c(=O)[nH]c4c3)cc2)cc1 | -7% |
| COc1ccc(N2CCN(C(=O)c3cc(C4CC4)nn3-c3ccccc3)CC2)cc1 | -23% |
| CN(C)C(CNC(=O)c1ccc(Cl)c(S(=O)(=O)N2CCCCCC2)c1)c1ccccc1 (centres undefined) | -4% |
| O=C(COc1ccc(F)cc1)Nc1ccc(S(=O)(=O)Nc2ncccn2)cc1 | 1% |
| CCCCCN(C(=O)CCC(=O)OCc1cc(C)ccc1C)c1c(N)n(CCCC)c(=O)[nH]c1=O | -1% |
| COC(=O)c1cc(-c2c(-c3ccc4c(c3)OCO4)noc2-c2ccsc2)cc([N+](=O)[O-])c1 | -1% |

| Compound | L3MBTL1 block |
| --- | --- |
| CCCn1c(N)c(C(=O)CSc2nnc3n2CCCCC3)c(=O)[nH]c1=O | -3% |
| O=C(NCC1CC1)c1onc(CSc2ccc(F)cc2)c1C(=O)NCC1CC1 | 9% |
| CCCCNC(=O)c1cccc(S(=O)(=O)N2CC3(C)CC2CC(C)(C)C3)c1 (centres undefined) | 6% |
| CS(=O)(=O)N(CC(=O)N1CCCCCC1)c1cccc([N+](=O)[O-])c1 | 0%[2.29 µM] |
| CC(=O)C12OC1CC1C3CCC4=CC(=O)CCC4(C)C3CCC12C (centres undefined) | 0% |
| O=C1Nc2ccccc2C(=O)N2[C@H](c3ccccc3)[C@@H]3C(=O)N(Cc4ccccc4)C(=O)[C@@H]3[C@H]12 | 2% |
| O=[N+]([O-])c1cc(S(=O)(=O)N2CCOCC2)ccc1OCc1ccccc1C(F)(F)F | -8% |
| CC1CN(c2ccc([N+](=O)[O-])c(NCCOc3ccc(Cl)cc3)c2)CC(C)N1 (centres undefined) | -19% |
| O=C(CN1C(=O)NC(c2ccccc2)(c2ccccc2)C1=O)N1CCCCC1 | 3% |
| O=C(NN1C(=O)NC2(CCCCC2)C1=O)c1cc2cc(Cl)ccc2o1 | 34%[activator] |
| CCN(CC)C(=O)CSc1nnc2c3ccccc3n(C)c2n1 | 7% |
| CC(C)(C)NC(=O)NC(=O)CSc1ccc(S(=O)(=O)N2CCOCC2)cn1 | 0% |
| O=C(Nc1ccc(F)c(Cl)c1)C1CC(=O)N(Cc2ccco2)C1 (centres undefined) | -7% |
| O=C(C1CCN(S(=O)(=O)c2ccc(Cl)cc2)CC1)N1CCN(c2ccccn2)CC1 | 26% |
| CCOC(=O)C1=C(C)N(CCCCCC(=O)O)C(=O)NC1c1ccc([N+](=O)[O-])cc1 (centres undefined) | -6% |
| CCCCn1c(N)c(N(CC)C(=O)c2cccs2)c(=O)[nH]c1=O | 9% |
| CCN(CC(=O)Nc1ccc(NC(C)=O)cc1)C(=O)CCCOc1cccc(C)c1 | -12% |
| COc1ccc([C@@H]2[C@@H]3C(=O)N(C(C)(C)C)C(=O)[C@@H]3[C@]3(Cc4ccc(Cl)cc4)C(=O)N(c4cccc(F)c4)C(=O)N23)cc1 | -7% |
| CCN(CC(=O)NCc1cccs1)C(=O)CN(C)S(=O)(=O)c1ccc(C)cc1 | 3% |
| COc1ccc(-c2noc(N3CCC(C(=O)NC(C)c4ccccc4)CC3)n2)cc1 (centres undefined) | 3% |
| O=P(O)(Cc1ccccc1)Cc1ccccc1 | -7%[2.29 µM] |
| CC1CCCCC12NC(=O)N(CC(=O)N1CCN(S(=O)(=O)Cc3ccccc3)CC1)C2=O (centres undefined) | 11% |
| CCN(CC)C(=O)Cn1cc(/C=C(\C#N)C(=O)NC2CC2)c2ccccc21 | -3% |
| COc1ccc(F)c(CN(C)CC2CCCN(CCc3ccc(F)cc3)C2)c1 (centres undefined) | -5% |
| COc1cc(NC(=O)c2ccc(NC3=NC4CS(=O)(=O)CC4S3)cc2)cc(OC)c1OC (centres undefined) | 5% |

| Compound | L3MBTL1 block |
| --- | --- |
| O=C(COc1ccc(F)cc1Cl)Nc1ccccc1C(=O)N1CCCCC1 | -6% |
| COc1ccc(S(=O)(=O)N(C)CC(=O)N2CCCC2)cc1OC | -4% |
| COc1ccc(N2CCN(C(=O)c3cc4c(s3)CCCCC4)CC2)cc1 | ? |
| O=C(CNC(=O)c1ccco1)Nc1ccc(N2CCCCCC2)cc1 | -14% |
| CCOc1ccc(OCCC(=O)N2CCN(S(=O)(=O)c3ccc(F)cc3)CC2)cc1 | -12% |
| CCC(=O)Nc1sc2c(c1C(=O)OC)CCN(Cc1ccccc1)C2 | -2% |
| Cc1ccc(C(=O)OCC(=O)NC2CC2)s1 | -1% |
| COC(=O)CSc1nnc(-c2c[nH]c3ccccc23)o1 | 3%[2.29 µM] |
| COc1ccccc1C(=O)NC(=O)COC(=O)c1ccc(Cl)nc1 | -9% |
| CCN(CC)S(=O)(=O)c1ccc(N2CC(C(=O)N3Cc4ccccc4CC3C(N)=O)CC2=O)cc1 (centres undefined) | 1% |
| O=C(COC(=O)CCS(=O)(=O)c1ccccc1)Nc1ccc(N2CCCCC2)cc1 | -13% |
| CCC(C)N(C(=O)CSc1nnnn1-c1ccccc1OC)C1CCS(=O)(=O)C1 (centres undefined) | 0% |
| O=C(COC(=O)CC1CC2CCC1C2)Nc1ccc(F)cc1Cl (centres undefined) | 19% |

The list is partial. The share of hits here may be higher or lower than overall.
